AMA1-RON2 inh – AMA1-RON2 (P. falciparum) interaction inhibition; AID 720542; hit rate 0.2% among 360,000; AlphaScreen AMA1-biotinylated RON2 peptide binding; Potency, µM (series often up to 58.2 µM), for inactives: at the top dose activity change, negative = inhibition, usual class: inhibitors;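 further: potency means the concentration at half of the fitted maximal effect; 0% = vehicle wells and -100% = peptide control; nearly all actives have a fitted effect of over 45% in size; some results filed as inactive show a strong effect at the top dose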
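AMA1 (3D7) with his tag at 25 nM final met compounds first, then biotinylated RON2 peptide at 25 nM; detection used donor plus acceptor beads, 10 µg/mL apiece, read by AlphaScreen after 30 min at room temperature.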
Tb PYK inh – T. brucei pyruvate kinase inhibition. Q57TT1. TbPYK enzyme, Kinase-Glo Plus ATP luminescence, 45 min. Potency, µM (series often up to 76.8 µM), for the others: at the top dose activity, negative = inhibition, actives largely listed as inhibitors. hit rate 0.12% among 410,000; further: potency means the concentration at half of the fitted maximal effect; on the % scale 0 is the no-effect control and ±100 the full control effect; nearly all actives have a fitted effect of over 50% in size
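Screened from lowest to highest concentration, compounds were pinned into TbPYK/substrate mixtures, and ADP (130 uM final) was added. Plates sat at room temperature for 45 min prior to Kinase-Glo Plus detection by luminescence.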
Cycloheximide cs – counter-screen for Shiga toxin inhibitors: cycloheximide protein synthesis inhibition | cell reporter, cycloheximide protein synthesis inhibition counterscreen | max response, % | hit rate 12% among 300,000 | AID 2314; in the data active means max response mostly above about 13%, no sharp cut-off; inactive means mostly below about 14%; further: read at 38.3 µM for the half of the compounds with a filed dose; 0% is about no effect
LmPK inhibitor – inhibitors of Leishmania mexicana pyruvate kinase. Q27686. purified LmPK, Kinase-Glo ATP luminescence, 1 h. Potency, µM (top dose mostly 57.5 µM), for inactives: top-dose activity change, negative = inhibition, most hits filed as inhibitors. hit rate 0.37% among 290,000. AID 1721; further: potency means the concentration at half of the fitted maximal effect; on the % scale 0 is the no-effect control and ±100 the full control effect
Target sequence (Q27686 whole entry, looked up): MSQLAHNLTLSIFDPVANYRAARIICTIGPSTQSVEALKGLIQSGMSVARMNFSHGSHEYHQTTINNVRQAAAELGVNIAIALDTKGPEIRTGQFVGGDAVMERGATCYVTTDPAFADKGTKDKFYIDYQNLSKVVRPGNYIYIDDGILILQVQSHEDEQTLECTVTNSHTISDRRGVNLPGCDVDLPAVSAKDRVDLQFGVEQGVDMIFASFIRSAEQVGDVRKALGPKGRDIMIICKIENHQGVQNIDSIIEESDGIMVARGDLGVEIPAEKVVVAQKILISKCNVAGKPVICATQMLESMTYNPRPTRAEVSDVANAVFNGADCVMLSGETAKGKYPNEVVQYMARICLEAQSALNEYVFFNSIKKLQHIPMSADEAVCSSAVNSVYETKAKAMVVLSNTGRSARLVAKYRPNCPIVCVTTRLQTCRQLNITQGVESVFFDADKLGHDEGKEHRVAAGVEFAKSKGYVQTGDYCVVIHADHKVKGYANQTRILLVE
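Kinase-Glo luminescence read after 1 h RT reaction of 0.1 nM LmPK with 0.5 mM PEP and 0.1 mM ADP. Activity scaled between uninhibited and enzyme-free controls.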
Shiga inhibitor – blocks Shiga toxin action in Vero cells; inhibition, % at 38.7 µM; Vero cells, Shiga toxin protein synthesis inhibition reporter; AID 2315; hit rate 9.2% among 290,000; in the data active means inhibition mostly above about 28%, no sharp cut-off; inactive means mostly below about 43%; further: 0% is about no effect
Pf growth 96h – P. falciparum growth inhibition at 96 hour, primary screen for plastid delayed-death inhibitors; P. falciparum luciferase reporter growth, 96 h; Potency, µM (highest dose often 28.7 µM), without a hit: top-dose activity change, negative = inhibition, most hits filed as inhibitors; hit rate 6.9% among 320,000; AID 504834; further: potency means the concentration at half of the fitted maximal effect; on the % scale 0 is the no-effect control and ±100 the full control effect
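Two parasite generations (96 h, 37 C, 5% CO2) of compound exposure in infected erythrocytes (0.05% parasitemia, 2% hematocrit). Luciferase-reporter P. falciparum; decreased luminescence indicates inhibited growth, aimed at apicoplast-acting delayed death.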
Pf growth 48h – P. falciparum growth inhibition at 48 hours (one generation); hit rate 5.9% among 310,000; Potency, µM (doses to about 28.7 µM), without a hit: at the highest dose activity change, negative = inhibition, hits mostly inhibitors; P. falciparum luciferase growth in erythrocytes, 48 h; AID 504832; further: potency means the concentration at half of the fitted maximal effect; on the % scale 0 is the no-effect control and ±100 the full control effect
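A one-generation exposure of luciferase-tagged malaria parasites in RPMI 1640/Albumax erythrocyte culture, 37 C and 5% CO2. Inhibition is inferred from decreased luminescence after adding detection reagent.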
Numbers without * were called inactive; ? = inconclusive; · = no result given; & = joins results of further samples; [ ] = dose if it differs, or a comment. Unless noted, the call rests on the fitted dose curve; in most records, active means well fitted curve in the direction sought with a large enough effect; inconclusive means small, poorly fitted or top-dose-only effect, or another doubt; inactive means no such curve, though single readings can be large; an effect the other way counts as inactive or inconclusive. Random draw from the library. Share with any hit: about 21%.

SMILES	AMA1-RON2 inh	Tb PYK inh	Cycloheximide cs	LmPK inhibitor	Shiga inhibitor	Pf growth 96h	Pf growth 48h
OC(COC(c1ccc(Cl)cc1)c1ccc(Cl)cc1)CN1CCN(c2ccccn2)CC1 (centres undefined)	28µM*	-5%	-5	4%	-3	?	?
Cc1nn(CC(=O)NCc2ccc(C(=O)O)cc2)c(C)c1[N+](=O)[O-]	25%	-5%	-2	-1%	-9	11%[5.75 µM]	19%
Cc1ccccc1C(=O)NCCc1nnc(SCC(=O)Nc2nc(-c3ccccc3)cs2)n1C	1%	-16%	0	1%	-3	13µM*	-4%
O=C(COC(=O)C1CC(O)CN1S(=O)(=O)c1ccccc1[N+](=O)[O-])c1ccc[nH]1 (centres undefined)	6%	1%	·	·	·	12%	-2%
Cc1oc(/N=C/c2ccccc2O)c(C#N)c1C	9%	-2%	7	-10%	-13	22%	31%[activator]
CCn1c(=O)cc(SCC(=O)N2CCC(C)CC2)c2ccccc21	-4%	-13%	-4	-2%	-21	?	-8%
CCC(C)NC(=O)c1cc(Cl)ccc1OC (centres undefined)	3%	-9%	5	-1%	4	·	-5%
CCC(C)[C@H]1CNCCN1CC1(c2ccccc2)CC1 (some centres undefined)	11%	2%	·	·	·	?	?
Cc1cccc(NC(=S)N2CCC(O)CC2)c1C	32%[activator]	-10%	5	3%	17	-3%	29%
CCOC(=O)C1=NN(c2ccccc2C)C2=NC(C)=C(C(=O)OC)C(c3cccs3)N12 (centres undefined)	-13%	5%	8	-3%	14	?	9%
CCn1c(=O)cc(NC2=NCC(C)CN2c2cccc(Cl)c2)n(C)c1=O (centres undefined)	14%	3%	-3	1%	3	-6%[5.75 µM]	7%
O=C(Nc1ccccc1C(=O)Nc1ccccc1)c1ccco1	-2%	0%	6	1%	30	?	2%

Next section (six carried over from the part before).
SMILES	AMA1-RON2 inh	Tb PYK inh	Cycloheximide cs	LmPK inhibitor	Shiga inhibitor	Pf growth 96h	Pf growth 48h
CCC(C)NC(=O)c1cc(Cl)ccc1OC (centres undefined)	3%	-9%	5	-1%	4	·	-5%
CCC(C)[C@H]1CNCCN1CC1(c2ccccc2)CC1 (some centres undefined)	11%	2%	·	·	·	?	?
Cc1cccc(NC(=S)N2CCC(O)CC2)c1C	32%[activator]	-10%	5	3%	17	-3%	29%
CCOC(=O)C1=NN(c2ccccc2C)C2=NC(C)=C(C(=O)OC)C(c3cccs3)N12 (centres undefined)	-13%	5%	8	-3%	14	?	9%
CCn1c(=O)cc(NC2=NCC(C)CN2c2cccc(Cl)c2)n(C)c1=O (centres undefined)	14%	3%	-3	1%	3	-6%[5.75 µM]	7%
O=C(Nc1ccccc1C(=O)Nc1ccccc1)c1ccco1	-2%	0%	6	1%	30	?	2%
COc1cccc(-c2csc(N3CCN(C(=O)Nc4ccccc4Cl)CC3)n2)c1	-5%	-14%	9.5*	2%	50	17%	0%
N#Cc1ccc(OS(=O)(=O)c2ccc(-c3ccon3)s2)cc1	1%	-6%	-2	-6%	3	?	33%[activator]
CCOC(=O)c1ccc(-n2c(CN3CCC(C(N)=O)CC3)nc3ccc([N+](=O)[O-])cc3c2=O)cc1	15%	-9%	7	6%	2	?	?
CCn1c(COc2ccc(Cl)cc2)nnc1SCc1ccc(C#N)cc1	6%	-6%	-2	3%	-9	?	?
Oc1ccc(Nc2nc(-c3cccs3)cs2)cc1	13%	1%	-3	5%	20	32%[activator]	34%[activator]
COc1ccc(NC(=O)c2onc(C)c2Cl)cc1	19%	-4%	40*	-5%	89*	252%[activator]	124%[activator]
CN(C)S(=O)(=O)c1cccc(NC(=O)COC(=O)/C=C/c2ccc3c(c2)OCO3)c1	2%	7%	16*	-8%	71	15%	82%[activator]
Cn1c(=O)c2c(SCC(=O)N3CCN(c4ccccc4)CC3)nc(C3CC3)nc2n(C)c1=O	13%	3%	1	4%	13	37%[activator]	30%[activator]
CC(C)OCCCNc1ncc2c(n1)CC(c1cccs1)CC2=O (centres undefined)	11%	-8%	10	-8%	23	13µM*	?
Cc1c(NC(=O)C2CCCCN2S(=O)(=O)c2ccc(Cl)cc2)c(=O)n(-c2ccccc2)n1C (centres undefined)	-6%	-10%	-3	4%	26	?	-9%
CS(=O)(=O)c1ccc(Cl)c(NC(=O)COC(=O)c2ccc(F)cc2Cl)c1	-24%	4%	10	5%	-13	-2%	0%
O=C(/C=C/c1ccccc1)NNC1=NS(=O)(=O)c2ccccc21	41%[activator]	0%	-3	6%	9	380%[activator]	2%
CCC(C)(C)NC(=O)C(c1ccc(F)cc1)N(Cc1ccco1)C(=O)CCC(=O)Nc1ccccn1 (centres undefined)	-9%	-9%	-2	2%	2	?	?
O=C1OCCN1C(=O)[C@H]1[C@H](c2ccc(F)cc2)C(c2cccc(Cl)c2)=NN1c1ccccc1	65%[activator]	1%	3	·	-2	·	·
COc1ccc(C(C(=O)NCC2CCCO2)N(C(=O)Cn2nnc3ccccc32)c2ccccc2C(C)=O)cc1OC (centres undefined)	-2%	-3%	-4	-1%	-2	?	?
Cc1cccc(C)c1N1C(=O)c2cccc([N+](=O)[O-])c2C1=O	-8%	2%	0	-1%	-10	?	6%
Cn1c[n+](C)cc1/C=N/O	-10%	-7%	-2	-6%	-9	190%[activator]	33%[activator]
COc1ccc(CCNC(=O)CCCNC(=O)Cn2cnc3sc(C)c(C)c3c2=O)cc1OC	-5%	-3%	-1	1%	-3	?	-9%
COc1ccc(C(=O)COC(=O)c2c(-c3ccccc3)noc2C)c(OC)c1	13%	-1%	·	·	·	6%	4%
CCS(=O)(=O)N1N=C(c2cccc(NS(C)(=O)=O)c2)CC1c1ccccc1 (centres undefined)	-5%	-6%	3	-1%[11.5 µM]	11	7%	3%
Cc1ccc(-n2nnc(-c3nccs3)n2)cc1	1%	?	1	14µM*	-17	333%[activator]	49%[activator]
COc1ccc(NC(=O)CC2SC(=NCC3CCCO3)NC2=O)cc1 (centres undefined)	4%	-1%	-2	3%	-18	38%[activator]	23%
CCOc1ccccc1N1CCN(C(=O)CNC(=O)c2ccccc2F)CC1	-20%	0%	-1	-6%	5	20%	32%[activator]
Cc1cc(C(=O)COc2ccccc2C(N)=O)c(C)n1C1CC1	-8%	-3%	40*	3%	106	-2%	190%[activator]
O=C(COC(=O)c1ccc(O)cc1O)Nc1ccc2ccccc2c1	-1%	1%	·	·	·	40%[activator]	38%[activator]
O=C(Nc1cccc2nsnc12)c1ccc2c(c1)OCO2	13%	-10%	17	?	52*	51%[activator]	94%[activator]
COc1ccc(CCN2C(=O)NC(NC(=O)CCc3ccccc3)(C(F)(F)F)C2=O)cc1OC (centres undefined)	-6%	-11%	-2	0%	-2	?	-12%
Cc1cccc(OCC(=O)OCC(=O)N(CC(C)C)c2c(N)n(Cc3ccccc3)c(=O)[nH]c2=O)c1C	-11%	-21%	·	·	·	39%[activator]	-17%
Cc1cc(C(=O)Nn2c(-c3ccncc3)nc3ccccc3c2=O)ccc1[N+](=O)[O-]	2%	7%	-4	-2%	16	?	-22%
O=C(Nc1cccnc1)c1c(O)c2cccc3c2n(c1=O)CC3	-6%	4%	-2	5%	19	·	5%
O=C(CSc1cccc[n+]1[O-])Nc1c(Br)cc([N+](=O)[O-])cc1Br	20%	3%	-3	1%	-2	0%	?
Cc1ccc(-n2c(SCc3nc4ccccc4c(=O)[nH]3)nnc2-c2ccccc2O)cc1	43%[activator]	-19%	1	2%	-8	31%[activator]	-2%
O=C(CCCn1cc([N+](=O)[O-])cn1)NCc1ccccc1	-5%	-2%	6	12%	-15	?	?
O=C1c2cccc3cccc(c23)N1Cc1ccc(F)cc1	141%[activator]	0%	-4	2%	-18	63%[activator]	?
Cc1ccc(-c2nc(N3CCN(C)CC3)c3ccccc3n2)cc1	8%	-4%	12*	0%	11	31%[activator]	?
COc1ccc(-c2cc(=NCCCCCC(=O)O)c3cc(C)ccc3o2)cc1	2%&-20%	-2%&6%	12	1%[11.5 µM]	5	?	5%
CC(C)CC(=O)Nc1ccc(S(=O)(=O)NCc2ccco2)cc1	3%	-1%	7	-5%	40	·	9%
O=C(c1cc2c(=O)n3ccccc3nc2s1)N1CCOCC1	3%	2%	22*	-11%	39*	5.2µM*	111%[activator]
Cc1ccc(NC(=O)CSc2nc3ccccc3c3nc(CCc4c(C)n[nH]c4C)nn23)cc1F	20%	-7%	-2	-1%	-9	?	·

Screening results deposited in PubChem BioAssay by National Center for Advancing Translational Sciences (NCATS).
